CF NFkB inh: inhibitors of cystic fibrosis induced NF-kB; KKLEB NF-kB-GFP reporter, PAF-induced, GFP fluorescence overnight; inhibition, % at 5 µM; hit rate 0.86% among 360,000;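 active = at least 50% inhibition at 5 µM, scaled per plate between neutral and stimulator controls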;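 also: PAF is a Pseudomonas aeruginosa culture filtrate used as stimulus; plate controls were PAF-stimulated DMSO wells for no effect and unstimulated DMSO wells for full effect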
SRC1 inh: human NCOA1 inhibition | HEK293 GAL4-SRC1 luciferase reporter, luminescence | inhibition, % at 3.6 µM | hit rate 0.12% among 360,000 | AID 588354;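 active = inhibition above the campaign mean plus 3 SD, with each screening campaign given its own cutoff, cut at about 60% in these data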;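 also: 0% = DMSO treated cells and 100% = gossypol at 36 µM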
Target sequence (Q15788 whole entry, looked up, the tested form may be a part): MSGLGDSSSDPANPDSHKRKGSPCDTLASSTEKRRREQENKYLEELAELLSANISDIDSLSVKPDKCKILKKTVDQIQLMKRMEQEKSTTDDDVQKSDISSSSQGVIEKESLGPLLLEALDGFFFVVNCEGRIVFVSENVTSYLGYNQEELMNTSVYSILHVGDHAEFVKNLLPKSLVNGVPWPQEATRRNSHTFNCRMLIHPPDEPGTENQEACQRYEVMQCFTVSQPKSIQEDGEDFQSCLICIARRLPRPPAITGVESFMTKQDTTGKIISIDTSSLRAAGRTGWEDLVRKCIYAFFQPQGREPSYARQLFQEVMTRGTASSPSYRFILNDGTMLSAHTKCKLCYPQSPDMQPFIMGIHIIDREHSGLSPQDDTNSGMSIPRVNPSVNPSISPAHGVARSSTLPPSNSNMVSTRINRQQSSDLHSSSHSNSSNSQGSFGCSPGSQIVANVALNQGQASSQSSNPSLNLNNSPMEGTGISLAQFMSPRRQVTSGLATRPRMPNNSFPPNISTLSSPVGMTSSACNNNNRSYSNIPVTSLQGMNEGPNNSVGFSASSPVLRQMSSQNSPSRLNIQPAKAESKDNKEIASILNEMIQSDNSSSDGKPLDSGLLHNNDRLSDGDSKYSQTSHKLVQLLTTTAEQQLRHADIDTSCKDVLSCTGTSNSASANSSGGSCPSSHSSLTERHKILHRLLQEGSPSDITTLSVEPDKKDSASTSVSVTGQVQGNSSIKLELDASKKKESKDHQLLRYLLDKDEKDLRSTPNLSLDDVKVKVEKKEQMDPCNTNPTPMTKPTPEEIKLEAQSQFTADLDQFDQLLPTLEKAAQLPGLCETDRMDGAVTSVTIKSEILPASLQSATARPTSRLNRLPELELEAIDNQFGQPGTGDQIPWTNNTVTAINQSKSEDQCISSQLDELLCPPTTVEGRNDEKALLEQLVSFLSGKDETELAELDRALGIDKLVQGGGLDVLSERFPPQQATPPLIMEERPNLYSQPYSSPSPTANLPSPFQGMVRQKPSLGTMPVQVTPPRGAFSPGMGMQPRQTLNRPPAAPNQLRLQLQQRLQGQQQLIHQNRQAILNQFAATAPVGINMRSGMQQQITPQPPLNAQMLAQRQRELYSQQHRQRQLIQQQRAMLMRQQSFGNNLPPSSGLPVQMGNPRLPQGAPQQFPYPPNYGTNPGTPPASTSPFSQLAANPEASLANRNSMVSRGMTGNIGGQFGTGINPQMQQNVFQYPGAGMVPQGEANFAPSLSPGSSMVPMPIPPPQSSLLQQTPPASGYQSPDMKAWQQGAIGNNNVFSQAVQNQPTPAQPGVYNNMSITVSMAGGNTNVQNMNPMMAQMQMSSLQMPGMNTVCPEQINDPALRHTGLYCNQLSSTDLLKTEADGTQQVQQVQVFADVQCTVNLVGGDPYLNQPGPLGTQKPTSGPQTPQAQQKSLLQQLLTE
COUP-TFII inh: NR2F2 (human) inhibition, primary screen; hit rate 0.7% among 370,000; AID 686940; HEK293T NGFI-A luciferase reporter, luminescence; inhibition, % at 8.6 µM;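 active = inhibition above a per-plate cutoff, mean inhibition of test wells between control levels plus 3 SD, cut at about 38% in these data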;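 also: cells cotransfected with COUP-TFII expression vector driving the NGFI-A reporter; 0% = median of COUP-TF2 test wells and 100% = reporter-only cells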
TRAIL sens C8: sensitizes caspase-8 expressing cells to TRAIL. NB7+C8 cells + TRAIL, ATPlite viability luminescence. inhibition (viability loss, TRAIL sensitization), % at 10 µM. hit rate 1% among 360,000;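 active = compounds causing at least 50% loss of cell viability in the single-dose screen, relative to plate controls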
KKLEB tox: reduces viability of KKLEB cystic fibrosis airway cells; KKLEB CF airway cells viability, ATPlite luminescence, overnight; active compounds read low; cells stimulated with P. aeruginosa culture filtrate; activity change (cytotoxicity), % at 5 µM; hit rate 0.36% among 360,000;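 active = corrected activity change at or below -50% at 5 µM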
TROY NFkB inh: inhibitors of TROY-dependent NF-kB signaling; Q293 LMP1-TROYcd NF-kB luciferase reporter, 4 h; inhibition, % at 10 µM; hit rate 0.98% among 360,000;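 active = compounds whose plate-normalised and pattern-corrected inhibition of the luciferase reporter signal at the single screening dose is 50% or more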
SRC2 inh: human SRC2 (NCOA2) inhibition | Q15596 | HEK293 GAL4-SRC2 luciferase reporter, luminescence | inhibition, % at 9 µM | hit rate 0.17% among 370,000 | AID 651957;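 active = inhibition above the mean inhibition of all tested compounds plus 3 SD, set per campaign, cut at about 52% in these data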;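 also: 0% = DMSO treated cells and 100% = cells given Gossypol at 36 µM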
SRC3 inh: inhibitors of human steroid receptor coactivator 3 (SRC3); Q9Y6Q9; HEK293 GAL4-SRC3 luciferase reporter, luminescence; inhibition, % at 3.6 µM; hit rate 0.17% among 360,000;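 active = inhibition above a per-campaign cutoff, the mean of all compounds plus 3 SD, cut at about 60% in these data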;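 also: 0% = DMSO-treated cells and 100% = gossypol-treated cells at 36 µM; higher means less SRC3-driven luciferase light from the GAL4 reporter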
TWEAK Fn14 block: inhibitors of TWEAK-Fn14 interaction signaling; TWEAK-stimulated Fn14 reporter cells, luciferase luminescence, 8 h; inhibition, % at 10 µM; hit rate 2% among 360,000; in the data active = inhibition above about 50%
NR5A2 inv ag: inverse agonists of human LRH-1 (NR5A2) | O00482 | hit rate 0.13% among 360,000 | inhibition, % at 3.6 µM | HEK293T StAR-luciferase reporter, LRH-1 transfected, 24 h | AID 602396;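 active = inhibition above the mean inhibition of all tested compounds plus 3 SD, cut at about 73% in these data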;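 also: 0% = DMSO wells and 100% = reporter-only cells lacking LRH-1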
EBV LMP1 NFkB: Epstein-Barr LMP1 NF-kappaB reporter inhibition | LMP1-induced NF-kappaB luciferase reporter cells, luminescence | inhibition, % at 12.5 µM | hit rate 0.69% among 350,000 | AID 504558; in the data active = inhibition above about 41%;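 also: 0% = neutral control wells and 100% = reference inhibitor control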
Numbers without * were called inactive.

mol,CF NFkB inh,SRC1 inh,COUP-TFII inh,TRAIL sens C8,KKLEB tox,TROY NFkB inh,SRC2 inh,SRC3 inh,TWEAK Fn14 block,NR5A2 inv ag,EBV LMP1 NFkB
CCOC(=O)C1(CCCc2ccccc2)CCN(C(=O)Cc2nonc2C)CC1,6,-9,15,4,8,1,13,-14,2,-2,5
CCOc1ccc(/C=N/NC(=O)Cn2ccnc2C)cc1,-1,-15,9,9,4,-10,-13,-5,-2,5,7
CCc1ccc(C2C(C#N)=C(N)OC3=C2C(=O)CCC3)s1 (configuration not stated),-7,-11,17,-4,-2,16,7,-2,-14,9,1
CCOc1ccc(C(=O)NCC(=O)OCc2nnc(-c3ccccc3)o2)cc1OCC,0,-7,-6,0,2,-14,18,-13,-1,-19,-4
Cc1ccc(C)c(NC(=O)Cn2nnc(C(=O)NCc3ccco3)c2N)c1,20,-11,8,23,-9,17,-31,9,13,16,-7
CCOc1ccc(NC(=O)CN(C)C(=O)CCNC(=O)c2ccco2)cc1OCC,0,-1,3,-14,11,8,-9,14,-5,-23,1
CC1(C)CC(=O)C=C(NCC2CCCO2)C1 (configuration not stated),0,-20,4,-8,20,-25,-18,11,-1,5,-9
Cc1nn(-c2ccc(F)cc2)c(Cl)c1/C=N/NC(=O)c1cccc(S(=O)(=O)N2CCCC2)c1,20,-6,12,18,-12,35,-6,15,-5,2,10
COC(=O)c1ccc2nc(NC(=O)C3CCCCC3)sc2c1,-10,-43,-33,2,-3,-55,-33,-46,-33,-73,-42
NC(N)=N/N=C/c1ccc(Cl)cc1Cl,12,-2,7,-8,-22,2,-9,10,7,-13,8
COc1ccc(-n2nnnc2SCC(=O)N(C)C2CCS(=O)(=O)C2)cc1 (configuration not stated),14,0,-7,-16,10,-6,-20,21,1,2,0
COc1ccc(S(=O)(=O)N2CCOCC2)cc1NC(=O)Cc1coc2cc(C)ccc12,5,-7,-16,8,-7,-6,4,9,-2,0,-4
CCCCNCCOCCOc1ccc(C)cc1Br,6,-3,11,-1,-2,2,4,3,1,2,-11
CCCn1c(=O)c(Br)cn(-c2ccccc2C)c1=O,16,10,2,-8,-3,13,-20,10,20,10,9
Cc1cccc(C)c1NC(=S)NC(C)(C)CO,1,9,4,-7,-1,-3,-12,17,-17,3,-3

Brought forward from above: four entries, followed by the next part.
mol,CF NFkB inh,SRC1 inh,COUP-TFII inh,TRAIL sens C8,KKLEB tox,TROY NFkB inh,SRC2 inh,SRC3 inh,TWEAK Fn14 block,NR5A2 inv ag,EBV LMP1 NFkB
COc1ccc(S(=O)(=O)N2CCOCC2)cc1NC(=O)Cc1coc2cc(C)ccc12,5,-7,-16,8,-7,-6,4,9,-2,0,-4
CCCCNCCOCCOc1ccc(C)cc1Br,6,-3,11,-1,-2,2,4,3,1,2,-11
CCCn1c(=O)c(Br)cn(-c2ccccc2C)c1=O,16,10,2,-8,-3,13,-20,10,20,10,9
Cc1cccc(C)c1NC(=S)NC(C)(C)CO,1,9,4,-7,-1,-3,-12,17,-17,3,-3
COc1ccc(NC(=O)C2CCCC2)cc1S(=O)(=O)N1CCOCC1,-19,-1,-2,-8,1,11,1,-7,-16,3,2
Nc1nc(NCc2ccco2)nc(Nc2ccc(F)cc2)c1[N+](=O)[O-],16,11,-19,12,-16,9,-15,7,-12,-8,-2
Brc1ccc(OCc2nnnn2-c2ccccc2)cc1,22,-17,10,-6,2,-21,13,1,-14,-4,-5
COc1ccc(C(=O)NC(=S)Nc2cc(C)ccn2)cc1[N+](=O)[O-],-6,-16,8,34,-5,-56,-10,-14,-25,-5,-11
COc1ccc(CCNC(=O)COc2ccc(-c3ccccc3)cc2)cc1OC,12,-1,0,-14,-10,9,-14,11,7,8,11
CC(=O)Nc1ccc(S(=O)(=O)Nc2ccc(S(=O)(=O)Nc3nccs3)cc2)cc1,4,-4,8,-18,-1,-2,-4,-1,0,15,-10
CCOC(Cn1c(-c2ccc(OC)cc2)nc2ccccc21)OCC,5,-3,-3,-14,-6,-38,-12,-24,-1,-18,-12
COc1ccc(-c2nnc(SCC(=O)Nc3ccccc3)n2C)cc1,6,0,7,-8,-5,3,16,-3,17,-2,0
NC(=O)c1ccc(N2CCN(c3ncc(C(F)(F)F)cc3Cl)CC2)cc1,21,-6,12,0,-11,19,12,2,-16,-10,-17
CCOC(=O)CSc1n[nH]c(NC(=O)c2ccccc2)n1,-14,-8,-4,8,6,16,-1,-3,27,6,7
COC(=O)c1ccccc1-c1ccc(/C=N/NC(N)=O)o1,0,-16,10,-11,10,5,-16,12,-12,10,2
Cn1nc(C(=O)Nc2cccc(Cl)c2)cc1C(=O)Nc1cccc(Cl)c1,37,-18,-13,0,-5,35,-49,4,-15,-12,13
CN(Cc1nc(-c2ccc3c(c2)OCO3)no1)CC1(N2CCOCC2)CCCCC1,8,4,-9,-1,5,-11,8,15,7,-7,5
O=[N+]([O-])c1ccccc1S(=O)(=O)NCc1ccc(F)cc1,-14,-4,14,-6,6,-20,11,-10,-6,1,-10
CCOC(=O)c1c(C(=O)OCC)c(C)n(Cc2cc(OC)c(OC)c(OC)c2)c1C,-15,11,3,-6,-5,-29,-17,-3,-14,-8,-9

Limited to SRC2 inh and COUP-TFII inh (six entries from above):
| canonical_smiles | SRC2 inh | COUP-TFII inh |
| --- | --- | --- |
| CCOC(Cn1c(-c2ccc(OC)cc2)nc2ccccc21)OCC | -12 | -3 |
| COc1ccc(-c2nnc(SCC(=O)Nc3ccccc3)n2C)cc1 | 16 | 7 |
| NC(=O)c1ccc(N2CCN(c3ncc(C(F)(F)F)cc3Cl)CC2)cc1 | 12 | 12 |
| CCOC(=O)CSc1n[nH]c(NC(=O)c2ccccc2)n1 | -1 | -4 |
| COC(=O)c1ccccc1-c1ccc(/C=N/NC(N)=O)o1 | -16 | 10 |
| Cn1nc(C(=O)Nc2cccc(Cl)c2)cc1C(=O)Nc1cccc(Cl)c1 | -49 | -13 |

Going on with the list:
mol,CF NFkB inh,SRC1 inh,COUP-TFII inh,TRAIL sens C8,KKLEB tox,TROY NFkB inh,SRC2 inh,SRC3 inh,TWEAK Fn14 block,NR5A2 inv ag,EBV LMP1 NFkB
CCC(C)(C)NC(=O)C(c1ccc(OC)cc1)N(C(=O)CCC(=O)Nc1cc(C)on1)c1ccc2c(c1)OCO2 (configuration not stated),-17,1,-9,-20,-9,-3,13,-18,1,-11,-3
CCN(c1ccccc1)S(=O)(=O)c1ccc(Cl)c(NC(=O)CN2C(=O)NC3(CCCC3)C2=O)c1,18,4,1,-14,-14,5,-18,-2,14,-3,-6
COc1ccc(-c2cc(C(=O)Nc3ccc4c(c3)OCO4)no2)cc1,3,-50,-2,13,6,-17,-33,-4,5,-11,-13
COc1ccc2[nH]c3c(c2c1)CCNC3c1ccc([N+](=O)[O-])o1 (configuration not stated),-17,-17,11,17,0,32,3,-8,15,11,4
C[C@@H]1CN([C@@H](C)CO)C(=O)c2c(c3ccccc3n2C)-c2ccccc2CO[C@H]1CN(C)C(=O)C1CC1,3,0,6,-15,-14,-1,-17,-16,5,18,-5
Cc1ccc(-c2nc(CS(=O)(=O)CC(=O)N3CCN(C)CC3)c(C)o2)cc1,-8,6,-1,-1,8,8,-8,14,-8,-4,-3
O=C(CCN1CCN(C(=O)c2ccco2)CC1)Nc1ccc(F)cc1,0,4,-12,-4,-5,-4,8,7,15,4,-3
CSc1sc(C(=O)N(C)C)c2c1S(=O)(=O)N(C)c1ccccc1-2,14,-75,12,21,-2,-15,-9,1,-4,-9,0
COc1cc(OC)c(OC)cc1CN1CCC(O)CC1,-2,-1,-1,3,-6,1,15,10,-2,8,5
Cc1cc(=O)n(Cc2ccccc2)c(O)c1C#N,4,3,-14,-7,-4,-2,-12,5,5,14,-5
COCCCn1c(=O)c2sccc2n(Cc2ccccc2)c1=O,3,7,6,3,-2,5,15,-1,6,-11,-33
COc1ccc(F)cc1CSc1nnnn1-c1ccc(O)cc1,4,9,3,5,6,34,12,17,29,21,-6
COc1ccc(C(=O)COC(=O)CCN2C(=O)C3C4C=CC(C5CC45)C3C2=O)cc1 (configuration not stated),-12,3,-17,1,2,-3,-10,7,7,19,4
O=C(OCC(=O)N1CCCC1)c1ccc(Cl)nc1,6,-11,-9,-7,3,-4,-15,1,4,-24,-3
COc1ccc(N(C(=O)CNC(=O)c2cccs2)C(C(=O)NC2CCCC2)c2cccnc2)cc1 (configuration not stated),-5,-13,8,14,7,7,-8,13,-8,2,-3

Later entries.
mol,CF NFkB inh,SRC1 inh,COUP-TFII inh,TRAIL sens C8,KKLEB tox,TROY NFkB inh,SRC2 inh,SRC3 inh,TWEAK Fn14 block,NR5A2 inv ag,EBV LMP1 NFkB
COc1ccc(N2CCCCn3c2nc2c3c(=O)[nH]c(=O)n2C)cc1,9,-1,6,-15,-13,10,-7,2,-7,-22,-17
CCCCN1C(=O)c2ccc(C(=O)NC3(C)CCS(=O)(=O)C3)cc2C1=O (configuration not stated),14,-15,4,4,-10,-7,4,9,-4,10,-1
O=C(Nc1ccc2c(c1)CCCN2C(=O)c1ccccc1)c1ccccc1Br,-1,-40,-17,4,10,-4,3,-121,-38,-13,15
N#CC1=C(SCC(=O)NC23CC4CC(CC(C4)C2)C3)NC(=O)C(C#N)C12CCCCC2 (configuration not stated),33,-17,-32,7,1,31,21,30,27,16,1
O=C(NCc1ccccc1Cl)C1(S(=O)(=O)c2ccc(Cl)cc2)CC1,7,-6,4,8,-3,-11,-5,-1,11,7,-5
COc1ccc(C(=O)CSc2nn3c(=O)c(C(C)(C)C)nnc3s2)cc1,12,0,-12,-6,-21,-16,7,20,-139,-16,12
O=c1cc(CN2CCN(c3ccc(O)cc3)CC2)nc2scc(-c3ccccc3)n12,-32,-23,11,-26,8,15,-3,-4,-11,10,3
COc1nc(NC2CCCCC2)nc(NC(C)(C)C)n1,10,-24,-26,-27,-10,-38,-46,-30,-33,-34,-28

A few values from the list.
Result for `COc1ccc(C(=O)NC(=S)Nc2cc(C)ccn2)cc1[N+](=O)[O-]` under NR5A2 inv ag: -5
Result for `O=C(CCN1CCN(C(=O)c2ccco2)CC1)Nc1ccc(F)cc1` under SRC2 inh: 8
Result for `COc1ccc(-n2nnnc2SCC(=O)N(C)C2CCS(=O)(=O)C2)cc1` (configuration not stated) under EBV LMP1 NFkB: 0
Result for `Cc1cccc(C)c1NC(=S)NC(C)(C)CO` under NR5A2 inv ag: 3
Result for `CC(=O)Nc1ccc(S(=O)(=O)Nc2ccc(S(=O)(=O)Nc3nccs3)cc2)cc1` under SRC1 inh: -4
Result for `COc1ccc(S(=O)(=O)N2CCOCC2)cc1NC(=O)Cc1coc2cc(C)ccc12` under CF NFkB inh: 5

Compound activity deposited in PubChem BioAssay by several laboratories.

No enrichment for hits, and some 4.2% of all compounds hit somewhere here.
